aSyn rescue = qHTS of alpha-syn Inhibitors. Yeast expressing alpha-synuclein, growth rescue, BacTiter-Glo, 24 h. Potency, µM (doses to about 46.1 µM), without a hit: top-dose growth rescue (activation), actives largely listed as activators. actives 0.14% (n = 370,000); further: potency means the concentration at half of the fitted maximal effect; % of control where 0% means no effect; nearly all actives have a fitted effect of over 65% in size
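Rescue of yeast growth: cells expressing toxic alpha-synuclein, induced in galactose at OD600 0.02, incubated with compound 24 h at 30 C. ATP luminescence quantified growth; inhibitors of toxicity appear as activators.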
D3 ag = qHTS of D3 Dopamine Receptor Agonist: qHTS | D3R DiscoveRx beta-arrestin cells, luminescence, 90 min | max activation, % | D(3) dopamine receptor (Homo sapiens), P35462 | actives 0.58% (n = 410,000); in the data active means max activation above about 30%; further: 0% is about no effect; mostly tested at two doses, the higher about 12 µM
Target sequence (P35462 whole entry, looked up): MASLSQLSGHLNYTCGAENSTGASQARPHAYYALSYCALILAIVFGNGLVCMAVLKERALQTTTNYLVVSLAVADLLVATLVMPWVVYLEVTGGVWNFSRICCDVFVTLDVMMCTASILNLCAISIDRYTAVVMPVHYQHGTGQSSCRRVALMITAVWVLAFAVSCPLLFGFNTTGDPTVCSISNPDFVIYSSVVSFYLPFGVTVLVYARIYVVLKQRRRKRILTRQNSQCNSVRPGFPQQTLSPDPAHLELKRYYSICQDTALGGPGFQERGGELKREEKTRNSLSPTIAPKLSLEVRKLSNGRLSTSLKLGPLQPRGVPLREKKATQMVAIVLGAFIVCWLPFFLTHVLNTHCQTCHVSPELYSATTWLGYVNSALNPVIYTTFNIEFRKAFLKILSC
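Cells at 1500/well, incubated overnight, then treated with pinned compounds (dopamine as control) for 90 min at 37 degrees C. DiscoveRx reagent added for 30 - 60 minutes at room temperature; luminescence read.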
Abeta rescue = qHTS for compounds that reverse cellular toxicity of Amyloid beta (A-beta) peptide in yeast: Primary Screen. yeast expressing A-beta42, growth rescue, OD600, 48 h; response scale: 0% DMSO, 100% iron-clioquinol control. Potency, µM (top dose mostly 46.1 µM), for the others: at the highest dose growth rescue, hits mostly activators. actives 0.063% (n = 410,000). AID 1347071, 2019; further: potency means the concentration at half of the fitted maximal effect; nearly all actives have a fitted effect of over 55% in size
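Yeast growth medium received pinned compounds, then yeast cells expressing toxic A-beta were added; plates incubated at 30 C for 48 hr. Growth read as absorbance at 600 nm, normalized to DMSO and equimolar FeCl3 plus clioquinol controls.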
EPAC2 agonist = qHTS for Agonist of cAMP-regulated guanine nucleotide exchange factor 4 (EPAC2): primary screen; Rap guanine nucleotide exchange factor 4 (Homo sapiens), Q8WZA2; EPAC2 activation, biochemical qHTS; response scale: 100% = 6.5 mM cAMP response; Potency, µM (series often up to 154 µM), without a hit: at the highest dose activation, hits mostly activators; actives 0.079% (n = 360,000); AID 720711, 2013; further: potency means the concentration at half of the fitted maximal effect; nearly all actives have a fitted effect of over 50% in size
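Fluorescence exchange assay: 100 nM EPAC2 with 250 nM RAP1B-BODIPY-GDP and 50 uM GDP; compounds tested as a concentration-titration series (qHTS). Loss of Rap1-bound BODIPY-GDP fluorescence read at 480/540 nm; data normalized to 6.5 mM cAMP.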
FUS yeast rescue = qHTS for Suppressors of FUS Proteinopathy: Primary screen using FUS-linked yeast assay. S. cerevisiae FUS-expressing, growth rescue, OD600, 24 h. Potency, µM (top dose mostly 76.6 µM), for inactives: at the highest dose growth rescue (activation), hits mostly activators. actives 0.24% (n = 390,000);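 further: potency means the concentration at half of the fitted maximal effect; plate controls were DMSO vehicle for no effect and reference control for full effect; nearly all actives have a fitted effect of over 55% in size; some results filed as inactive show a strong effect at the top dose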
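Quantitative HTS measuring growth restoration of FUS-toxic yeast. Galactose-induced cells (OD 0.005) were exposed 24hr at 30C to compounds at several concentrations, then absorbance at 600 nm was recorded.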
D3 antag = qHTS of D3 Dopamine Receptor Antagonist: qHTS | AID 652054, 2013 | D3R cells, DiscoveRx beta-arrestin luminescence, antagonist mode; active compounds read low | D(3) dopamine receptor (Homo sapiens), P35462 | max response, negative = inhibition, % | actives 2.5% (n = 360,000); in the data active means max response below about -50%; inconclusive means no clear call, values can overlap the other calls; further: on the % scale 0 is the no-effect control and ±100 the full control effect; mostly tested at two doses, the higher about 12 µM
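Cells expressing the human receptor were seeded at 1500 cells/well, incubated overnight at 37 degrees C in 5% CO2, then exposed to library compounds with dopamine controls for 90 minutes at 37 degrees C before luminescent detection.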
EPAC2 antag = qHTS for Antagonist of cAMP-regulated guanine nucleotide exchange factor 2 (EPAC2): primary screen | EPAC2 GEF exchange of Rap1B-BODIPY-GDP, fluorescence | actives 0.18% (n = 360,000) | Potency, µM (titrated, usually from 114 µM), for the others: at the highest dose activity, negative = inhibition, actives largely listed as inhibitors | Rap guanine nucleotide exchange factor 4 (Homo sapiens), Q8WZA2; further: potency means the concentration at half of the fitted maximal effect; on the % scale 0 is the no-effect control and ±100 the full control effect; nearly all actives have a fitted effect of over 45% in size; many of its hits are not listed in these tables
TDP-43 yeast inh = qHTS of TDP-43 Inhibitors; actives 1.8% (n = 410,000); Potency, µM (highest dose often 46.1 µM), without a hit: top-dose growth rescue (activation), most hits filed as activators; AID 652104, 2013; TDP-43 expressing yeast growth rescue, BacTiter-Glo, 24 h; further: potency means the concentration at half of the fitted maximal effect; % of control where 0% means no effect; nearly all actives have a fitted effect of over 50% in size
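Growth rescue of TDP-43-toxic yeast measured as ATP luminescence (BacTiter-Glo). Cells grown to mid-log in raffinose, induced in galactose at OD600=0.02, exposed to compound 24 hr at 30 deg C.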
* = called active by the depositor; ? = inconclusive; / = no result given; [ ] = another dose, or the depositor's remark. Unless noted, the call rests on the fitted dose curve; in most records, active means well fitted curve in the direction sought with a large enough effect; inconclusive means small, poorly fitted or top-dose-only effect, or another doubt; inactive means no such curve, though single readings can be large; an effect the other way counts as inactive or inconclusive. An excerpt, so the mix of outcomes need not match the whole.

SMILES	aSyn rescue	D3 ag	Abeta rescue	EPAC2 agonist	FUS yeast rescue	D3 antag	EPAC2 antag	TDP-43 yeast inh
COc1ccc(NC(=O)COn2nnc3ccc(Cl)cc32)cc1OC	10.1%	-0.5	8.2%	26.1%	14.3%	13.4	-10.8%	?
CC(C)=NOc1nc(NC(=O)NS(=O)(=O)c2ccccc2Cl)nc(N(C)C)n1	1.2%	0.3	-12.3%	8.0%	-2.1%	43.6	1.0%	2.0%
CN1CCN(S(=O)(=O)c2ccc(N(C)Cc3c(F)cccc3Cl)nc2)CC1	2.8%	-8.1	-1.5%	8.4%	-19.2%	-24.9	-11.8%	9.5%
COc1ccc(Cl)c2sc(N(CCN(C)C)C(=O)CCS(=O)(=O)c3ccc(C)cc3)nc12	7.3%	-1.3	-22.2%	-6.1%	25.7%	0.7	9.6%	-26.6%
O=C(CCC1N=C2c3ccccc3N=C(SCc3ccc(F)cc3)N2C1=O)N1CCN(c2ccccc2)CC1 (stereo unspecified)	/	-15.8	23.7%	/	15.1%	/	/	13.6%
O=C(NCCC1CCCCN1S(=O)(=O)c1ccccc1)C(=O)NCc1ccc(F)cc1 (stereo unspecified)	-3.2%	-6.8	-7.1%	8.8%	37.3%	-13.4	-4.9%	-17.7%
CCOC(=O)c1cccc(NC(=O)Cn2c(=O)nc(-c3ccccc3)c3ccccc32)c1	/	7.8	14.4%	/	-3.6%	/	/	27.8%
O=C(O/N=C/c1cccc([N+](=O)[O-])c1)C1CC1	1.8%	1.9	21.1%	0.0%[15.6 µM]	-19.3%	-0.5	-3.6%	11.5%
NS(=O)(=O)c1ccc(CCNC(=O)C2CCC(CNS(=O)(=O)c3ccc(Br)s3)CC2)cc1 (stereo unspecified)	-14.5%	9.9	4.7%	2.5%	-3.2%	-8.6	-4.2%	-7.5%
COc1ccc(C2C3=C(CC(C)(C)CC3=O)N(C)C3=C2C(=O)CC(C)(C)C3)cc1OC	-3.4%	-5.9	-5.9%	2.9%	3.7%	13.0	-0.5%	-2.6%
CC(NS(=O)(=O)c1ccccc1)C1CC2CCC1C2 (stereo unspecified)	5.9%	-4.8	-22.0%	-7.9%	8.0%	11.9	-23.9%	0.5%
CCCCNS(=O)(=O)c1cccc(S(=O)(=O)N2CCCC2)c1	3.5%	-5.8	30.9%	-2.6%	3.3%	32.2	-6.6%	13.3%
O=C(Nc1cccc(C(F)(F)F)c1)c1cc(-c2ccc3c(c2)OCCO3)on1	/	-5.7	0.6%	/	5.9%	/	/	10.0%
Cc1n[nH]c(C)c1S(=O)(=O)N1CCc2ccccc21	-3.6%	-0.6	5.9%	1.6%	45.9%	28.4	0.2%	-1.1%
c1ccc2c(c1)oc1c(N3CCOCC3)ncnc12	-11.3%	-3.1	-3.3%	6.3%	2.7%	15.2	1.4%	-12.4%
COc1ccc(NC(=O)c2c(-c3c(Cl)cccc3Cl)noc2C)c(OC)c1	6.4%	2.2	10.4%	1.4%	-7.0%	4.1	-20.9%	26.9%
Cc1ccc(NC(=O)COc2coc(CN3CCN(Cc4ccccc4)CC3)cc2=O)cc1	-4.0%	-26.1	-11.3%	8.6%	16.6%	-24.2	-6.8%	-25.3%
C/C(=N\Nc1ccc(Cl)c(C(=O)O)c1)c1ccccn1	-5.1%	-2.8	-12.9%	8.2%	10.4%	-10.0	5.3%	-8.5%
COc1ccc(CNS(=O)(=O)c2ccc3c(c2)C(C)(C)C(=O)N3C)cc1OC	/	4.3	-7.1%	/	23.0%	/	/	26.8%
COc1ccc(-c2nnc(SCC(=O)N3CCC(C)CC3)o2)cc1	/	4.0	-21.7%	/	15.7%	/	/	?
CC(=O)Nc1ccc2nc(NC(=O)c3ccco3)sc2c1	0.3%	0.4	-27.4%	7.9%	17.8%	-21.7	9.9%	-16.4%
Cc1nc(SCc2nc3c(F)cccc3[nH]2)c2oc3ccccc3c2n1	/	/	-13.1%	9.6%	-3.2%	/	7.0%	/
C=CCSc1n[nH]c(=O)n1-c1cccc(C(F)(F)F)c1	2.4%	-1.8	2.6%	1.6%	-16.9%	13.5	3.8%	-14.3%
COc1cccc(NC(=O)NC2(C(F)(F)F)Oc3ccccc3O2)c1	-1.5%	0.2	-18.4%	9.3%	?	30.7	-15.7%	-9.0%
CC(=O)N1CCN(C(=O)c2cc(=O)c3ccccc3o2)CC1	-0.4%	-11.0	0.7%	9.4%	30.2%	-10.6	4.0%	-19.6%
Cc1ccc(CNC(=O)c2ccc3c(c2)nc2n3CCCC2)cc1	/	-11.3	-13.7%	/	0.3%	/	/	7.3%
OCCNc1nc(-c2cccnc2)nc2ccccc12	0.6%	1.2	5.0%	3.3%	-17.7%	-3.8	3.9%	-18.5%
CC1CCCN(Cc2nc3c(c(=O)n(C)c(=O)n3C)n2CCc2ccccc2)C1 (stereo unspecified)	1.6%	1.6	3.5%	0.8%	-10.5%	5.5	3.7%	6.9%
CC(Sc1nnc(C(F)(F)F)n1C)C(=O)NC(N)=O (stereo unspecified)	-0.5%	0.6	-7.4%	-2.5%	30.0%	-6.2	18.2%	-18.2%
O=C(NNC(=O)c1cccnc1SCc1cccc([N+](=O)[O-])c1)c1ccccn1	-2.5%	6.0	24.2%	13.3%	4.0%	-6.5	-1.2%	1.1%
CC(C)c1ccc(S(=O)(=O)Nc2ccc3c(c2)OCO3)cc1	10.6%	0.2	3.6%	8.4%	-3.5%	12.2	?	?
O=C(CN1CCCC1c1cccs1)Nc1cc(S(=O)(=O)N2CCCCC2)ccc1Cl (stereo unspecified)	-10.8%	-11.0	-34.7%	8.2%	17.3%	-14.9	1.0%	8.6%
CCOc1ccc(NC(=O)Cn2cc(C(C)=O)c3ccccc32)cc1	-2.3%	9.4	-12.6%	0.0%	-10.6%	2.5	9.1%	-1.5%
Cc1sc(NC(=O)C2CC(=O)N(Cc3ccco3)C2)nc1-c1ccccc1 (stereo unspecified)	3.2%	-2.5	-0.3%	15.3%	4.7%	3.7	-18.8%	1.8%
CCCCNC(=O)C1CCC(CNc2c(N3CCC(C)CC3)c(=O)c2=O)CC1 (stereo unspecified)	3.9%	6.9	-3.6%	-1.1%	7.1%	0.8	-4.6%	-16.5%
Cc1cc(CNC(=O)COc2cc(F)ccc2[N+](=O)[O-])c2ccccc2n1	-6.6%	9.3	-2.3%	11.1%	26.3%	34.4	-2.1%	/
CC1(Cc2cc(Cl)ccc2C(F)(F)F)C(=O)Nc2cc(C(F)(F)F)ccc21 (stereo unspecified)	1.0%	9.0	-17.1%	-7.2%	-20.7%	-8.9	-23.6%	12.6%
COc1ccc(CSc2nnnn2C)cc1F	-2.2%	-3.5	1.3%	3.1%	-12.9%	0.5	2.9%	5.3%
CCOC(=O)Nc1cc(C(=O)OC)cc(C(=O)OC)c1	0.2%	-2.8	-16.3%	0.7%	-14.4%	-15.1	9.9%	-17.1%
COc1cccc(NC(=O)COc2ccc3c(c2)CCC3)c1	-7.6%	-5.7	27.1%	18.4%	-7.5%	-6.8	-6.0%	10.2%
Cc1cnc(C(=O)OCC(=O)c2ccc(Cl)cc2)cn1	2.0%	-1.0	-1.0%	2.7%	10.7%	0.2	3.1%	21.4%
Cc1ccc(OCC(=O)N(Cc2ccc(Cl)cc2)CC2CCCO2)cc1C (stereo unspecified)	/	15.3	4.7%	/	41.0%	/	/	?
O=C(Nc1nc2ccc(S(=O)(=O)N3CCCC3)cc2s1)c1ccccn1	-3.9%	-22.8	-6.4%	3.6%	-11.6%	?	-2.2%	15.4%
O=C(Nc1cccc2ccccc12)N1CCN(c2ncccn2)CC1	1.2%	-14.2	11.4%	-1.2%	-25.6%	9.3	5.6%	?
Cn1c(=O)c(C(=O)CN2CCN(Cc3ccc4c(c3)OCO4)CC2)c(N)n(Cc2ccccc2)c1=O	0.5%	-16.4	2.7%	5.4%	-11.0%	-21.0	-1.0%	-4.0%
O=C(CN1C(=O)COc2ccccc21)NCc1ccc(C(=O)O)cc1	7.4%	0.5	5.4%	5.3%	9.7%	-12.6	1.3%	0.0%
Cc1c(C(=O)N2CCN(CCc3ccccc3)CC2)oc2ccccc12	-2.6%	-26.2	3.0%	13.6%	14.5%	-86.2*	-3.4%	-6.7%
COC(=O)C(Cc1ccccc1)NC(=O)CCNC(=O)c1ccc(Br)cc1 (stereo unspecified)	4.4%	-1.1	-0.2%	4.5%	7.6%	-2.2	7.4%	-8.1%
COc1cccc(C(=O)C(=O)N2CCN(C(=O)OCc3ccccc3)CC2)c1	10.7%	2.4	4.0%	1.2%	?	11.3	-4.0%	4.3%
CN(CC(=O)Nc1cccc(F)c1)C(=O)c1ccccc1-n1cnnn1	-4.8%	4.6	-0.5%	6.0%	11.0%	-2.0	-1.2%	-30.3%
CC(C)(C)c1cc(NC(=O)c2ccc(OC3CCCC3)cc2)no1	-0.8%	34.7*	-2.4%	-1.5%	/	9.3	-6.5%	12.9%

Ordered by number of heavy atoms (lowest first): four of the compounds above.
SMILES	aSyn rescue	D3 ag	Abeta rescue	EPAC2 agonist	FUS yeast rescue	D3 antag	EPAC2 antag	TDP-43 yeast inh
CC(C)(C)c1cc(NC(=O)c2ccc(OC3CCCC3)cc2)no1	-0.8%	34.7*	-2.4%	-1.5%	/	9.3	-6.5%	12.9%
O=C(CN1C(=O)COc2ccccc21)NCc1ccc(C(=O)O)cc1	7.4%	0.5	5.4%	5.3%	9.7%	-12.6	1.3%	0.0%
COc1cccc(C(=O)C(=O)N2CCN(C(=O)OCc3ccccc3)CC2)c1	10.7%	2.4	4.0%	1.2%	?	11.3	-4.0%	4.3%
Cn1c(=O)c(C(=O)CN2CCN(Cc3ccc4c(c3)OCO4)CC2)c(N)n(Cc2ccccc2)c1=O	0.5%	-16.4	2.7%	5.4%	-11.0%	-21.0	-1.0%	-4.0%

Assay outcomes from PubChem.
